# Compound activity as filed in PubChem.
# ALOX12 inh: inhibitors of human 12S-lipoxygenase ALOX12; purified 12hLO, xylenol orange hydroperoxide absorbance; Potency, µM (series often up to 108 µM), without a hit: at the top dose activity change, negative = inhibition, actives largely listed as inhibitors; 580,000 compounds, 1.1% hits; P18054; AID 1671190; further: potency means the concentration at half of the fitted maximal effect; on the % scale 0 is the no-effect control and ±100 the full control effect
#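 Hydroperoxide product was detected by ferrous iron/xylenol orange as the 573 to 405 nm absorbance ratio. Arachidonic acid at 40 uM (final) was turned over for 30 min at room temperature by 150 nM human 12hLO, pH 7.0 Hepes buffer, after 15 min compound preincubation.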
# Pol eta inh: DNA polymerase eta (human) inhibition; AID 588591; recombinant Pol eta, fluorescent DNA replication assay; 390,000 compounds, 1.2% hits; Potency, µM (titrated, usually from 114 µM), for inactives: top-dose activity change, negative = inhibition, actives largely listed as inhibitors; further: potency means the concentration at half of the fitted maximal effect; on the % scale 0 is the no-effect control and ±100 the full control effect
#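 Pol eta at 10 nM preincubated with compounds 15 min at room temperature; reaction started with fluorescent substrate (50 nM final) and read kinetically at 0 and 10 min.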
# Anesthetic bind: candidate novel general anesthetic via apoferritin binding; apoferritin/1-aminoanthracene competitive binding, fluorescence; P02791; AID 485281; 350,000 compounds, 0.074% hits; Potency, µM (highest dose often 77.5 µM), without a hit: at the top dose activity change, negative = displacement, actives largely listed as inhibitors; further: potency means the concentration at half of the fitted maximal effect; on the % scale 0 is the no-effect control and ±100 the full control effect; nearly all actives have a fitted effect of over 20% in size
#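 Steps: apoferritin (10 uM) was premixed with half-saturated 1-AMA in PBS, compounds were pin-transferred, plates stood 10 min at room temperature, fluorescence was read at 380/535 nm, and curves were fitted with a Hill equation.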
# RGS4 inhibitor: human RGS4 inhibition. Transcreener GDP fluorescence polarization, RGS4-accelerated GTP hydrolysis. AID 504845. 390,000 compounds, 0.039% hits. Potency, µM (top dose mostly 114 µM), inactives show at the highest dose activity change, negative = inhibition, hits mostly inhibitors. P49798; further: potency means the concentration at half of the fitted maximal effect; on the % scale 0 is the no-effect control and ±100 the full control effect; nearly all actives have a fitted effect of over 75% in size; some results filed as inactive show a strong effect at the top dose
# Target sequence (P49798 whole entry, looked up): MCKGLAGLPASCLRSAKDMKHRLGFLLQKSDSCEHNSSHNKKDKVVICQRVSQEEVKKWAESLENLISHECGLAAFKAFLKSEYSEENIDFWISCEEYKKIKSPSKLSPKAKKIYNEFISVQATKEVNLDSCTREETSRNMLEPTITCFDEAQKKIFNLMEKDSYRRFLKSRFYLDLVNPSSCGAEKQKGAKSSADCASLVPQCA
#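 MLSMR compounds (23 nl, pin-transferred) preincubated 10 min at room temperature with a 500nM (2x) first reagent, then RGS4 at 900nM (2x) plus Transcreener GDP mix added; fluorescence polarization (620/688 nm) read before and after 90 min at 30 °C.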
# POLK inh: inhibitors of human DNA polymerase kappa. Q9UBT6. purified Pol kappa, fluorescent DNA synthesis assay, 10 min. Potency, µM (top dose mostly 107 µM), for inactives: at the top dose activity, negative = inhibition, actives largely listed as inhibitors. 400,000 compounds, 0.53% hits. AID 588579; further: potency means the concentration at half of the fitted maximal effect; on the % scale 0 is the no-effect control and ±100 the full control effect
# Target sequence (Q9UBT6 whole entry, looked up): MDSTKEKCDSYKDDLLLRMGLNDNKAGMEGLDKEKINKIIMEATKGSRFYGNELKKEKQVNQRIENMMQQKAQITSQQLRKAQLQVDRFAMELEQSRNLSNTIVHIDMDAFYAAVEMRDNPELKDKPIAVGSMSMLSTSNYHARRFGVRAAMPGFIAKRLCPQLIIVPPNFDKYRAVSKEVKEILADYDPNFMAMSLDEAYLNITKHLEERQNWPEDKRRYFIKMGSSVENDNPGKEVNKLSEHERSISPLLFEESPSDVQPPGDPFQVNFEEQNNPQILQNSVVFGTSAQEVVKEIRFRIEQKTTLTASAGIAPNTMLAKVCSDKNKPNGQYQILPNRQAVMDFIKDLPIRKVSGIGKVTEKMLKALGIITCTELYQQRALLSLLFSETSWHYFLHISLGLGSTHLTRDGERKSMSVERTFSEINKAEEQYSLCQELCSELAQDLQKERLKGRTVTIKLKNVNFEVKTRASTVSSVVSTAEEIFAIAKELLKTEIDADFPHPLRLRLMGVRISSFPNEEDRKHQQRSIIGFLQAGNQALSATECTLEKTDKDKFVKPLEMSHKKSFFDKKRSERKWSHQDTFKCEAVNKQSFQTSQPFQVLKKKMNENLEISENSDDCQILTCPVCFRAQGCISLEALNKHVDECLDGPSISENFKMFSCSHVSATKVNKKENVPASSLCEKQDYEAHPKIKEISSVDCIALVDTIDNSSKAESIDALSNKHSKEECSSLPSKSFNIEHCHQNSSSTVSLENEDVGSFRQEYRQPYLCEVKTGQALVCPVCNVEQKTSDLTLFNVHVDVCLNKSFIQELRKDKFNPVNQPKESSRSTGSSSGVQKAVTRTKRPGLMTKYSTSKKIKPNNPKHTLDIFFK
#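 Inhibition of 10 nM Pol kappa is measured by a fluorescent read-out at 0 and 10 min following addition of 50 nM substrate (final), with a 15-min room-temperature compound preincubation.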
# ERG-DNA inh: blocks human ERG Ets domain binding to DNA; P11308; fluorescence polarization, His-ERG Ets domain / labelled DNA; Potency, µM (top dose mostly 76.9 µM), for the others: at the highest dose FP activity, negative = inhibition, usual class: inhibitors; 370,000 compounds, 0.028% hits; AID 624246; active means well fitted inhibition curve with a large enough effect in the polarisation, with a control signal flat; inconclusive means small, poorly fitted or top-dose-only effect, or effect the other way, or a change in a side signal; inactive means no such curve, though single readings can be large or run the other way; the % refers to the polarisation;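 further: polarization taken with two DNA probes labelled with fluorescein and Texas red; potency means the concentration at half of the fitted maximal effect; % of control where 0% means no effect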
#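 His-tagged ERG Ets domain (1 uM in the protein solution; 300mM KCl, 50mM Tris-HCl, 1mM EDTA, 1mM DTT, pH 7.5) received compound, then a probe mix of 5 nM fluorescein-DNA and 100nM Texas-615-DNA. Fluorescence polarization was read for both dyes.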
# APE1 inh: APE1 (human) endonuclease inhibition; P27695; recombinant APE1, TAMRA/BHQ-2 abasic DNA cleavage fluorescence; Potency, µM (top dose mostly 65.8 µM), for inactives: at the highest dose activity change, negative = inhibition, actives largely listed as inhibitors; 350,000 compounds, 0.35% hits; AID 2517;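 further: potency means the concentration at half of the fitted maximal effect; plate controls were vehicle for no effect and reference inhibitor for full effect; nearly all actives have a fitted effect of over 55% in size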
#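 APE1 at 0.75 nM final was preincubated with compound 15 min at room temperature, then 50 nM double-stranded THF abasic-site substrate (5'-TAMRA/3'-BHQ-2) was added. Fluorescence (ex 525/em 598 nm) was read kinetically; third-minus-first read gave activity.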
# Pol beta inh: inhibitors of human DNA polymerase beta | 340,000 compounds, 1.3% hits | Potency, µM (highest dose often 114 µM), inactives show at the highest dose activity change, negative = inhibition, actives largely listed as inhibitors | Pol beta primer extension/strand displacement, fluorescence kinetic | P06746 | AID 485314; further: potency means the concentration at half of the fitted maximal effect; on the % scale 0 is the no-effect control and ±100 the full control effect
#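 Pol beta (10 nM) was preincubated with compound for 15 min at room temperature. The reaction was then started with 50 nM substrate and read immediately and after a further 10 min at room temperature.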
# LDHA block: blocks human lactate dehydrogenase A; P00338; purified LDHA, NADH/diaphorase-resazurin fluorescence; stronger effect = lower value; activity change, % (values are at about 110 or 230 µM); 480,000 compounds, 0.15% hits; in the data active means activity change below about -30%; inconclusive means mostly about -25% to -30%;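 further: plate controls were DMSO wells for no effect and wells without enzyme for full effect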
#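 LDH5 2 nM; NADH 0.06 mM, pyruvate 0.2 mM; 200 mM Tris pH 7.4, EDTA, Tween-20; 5 min RT. Detection: diaphorase 0.133 mg/mL + resazurin 37 µM, fluorescence ex540/em590 at 0 and 20 min; normalized to enzyme-free and DMSO wells.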
# Numbers without * were called inactive; ? = inconclusive; nt = no result given; & = joins results of further samples; [ ] = remark or other dose. Unless noted, the call rests on the fitted dose curve; in most records, active means well fitted curve in the direction sought with a large enough effect; inconclusive means small, poorly fitted or top-dose-only effect, or another doubt; inactive means no such curve, though single readings can be large; an effect the other way counts as inactive or inconclusive. These rows are one share of the data, so the mix of outcomes need not match the whole.
nr	canonical_smiles	ALOX12 inh	Pol eta inh	Anesthetic bind	RGS4 inhibitor	POLK inh
1	O=C(O)C1C2CCC(O2)C1C(=O)Nc1ccc(Br)cc1F (centres undefined)	?	-12%	nt	4%	7%
2	C/C(=N\NC(=O)Cc1cccn1C)c1ccc([N+](=O)[O-])cc1	0%	-5%	2%	5%	2%
3	Cc1ccc(C(=O)Nc2ccc(C(=O)N/N=C/c3ccccn3)cc2)cc1	15%	-15%	-23%	-10%	-3%
4	CC(NCc1ccc(S(N)(=O)=O)cc1)C(=O)Nc1cccc(Cl)c1 (centres undefined)	-2%	-21%	-4%	-2%	-4%
5	COC(=O)c1c(C)n(-c2ccccc2)c2ccc(O)cc12	?	-3%	?	-2%	-6%
6	N#Cc1ccc(Cn2ccnc2C(=O)Nc2ccccc2)cc1	-14%	-21%	-11%	0%	-6%
7	CCOC(=O)c1cc(C(=O)OCC)c(=O)[nH]c1C	6%	-10%	10%	15%	-11%
8	Cc1cccc(N2CCN(C(=O)CCC(=O)N3CC(C)Oc4ccc(C)cc43)CC2C)c1 (centres undefined)	13%	-12%	-16%	-5%	-12%
9	COCCn1c(=S)[nH]c2sc3c(c2c1=O)CCC(C)C3 (centres undefined)	?	11%	4%	-33%	2%
10	CCN(CC)C(=O)CSc1nc2c(c(=O)n(C)c(=O)n2C)n1Cc1ccccc1	-29%	nt	5%	-5%	6%
11	CN(C(=O)Cn1cnc([N+](=O)[O-])n1)C1CCCCC1	-20%	-14%	3%	5%	8%
12	COc1ccc(NC(=S)NCCCN2CCCC2)cc1	-27%	-9%	-8%	-18%	15%
13	O=C(COC(=O)CCC(=O)c1ccccc1)NNC(=O)c1ccc(Cl)cc1	-18%	-11%	nt	-33%	-20%
14	O=C(O)CN1C(=O)/C(=C/c2ccccc2Cl)Oc2ccccc21	?	7%	66%[activator]	-7%	15%
15	Clc1ccc(C2Nc3ccccc3-n3cccc32)cc1 (centres undefined)	139%	0%	3%	11%	-11%

nr	ERG-DNA inh	APE1 inh	Pol beta inh	LDHA block
1	-9%	nt	nt	0
2	-6%	-3%	34%	-1
3	6%	74%	3%	-7
4	11%	-2%	-2%	-3
5	2%	16%	0%	9
6	1%	-6%	17%	0
7	1%	?	1%	-10
8	13%	38%[activator]	-15%	3
9	7%	10%	5%	-2
10	0%	nt	-2%	-6
11	17%	-6%	4%	5
12	-1%	-4%	1%	4
13	-18%	-1%	nt	-3
14	-23%	25%	-2%	-2
15	22%	6%	22%	-1

# 4 compounds out of the list, arranged by SMILES length, falling.
nr	canonical_smiles	ALOX12 inh	Pol eta inh	Anesthetic bind	RGS4 inhibitor	POLK inh
1	O=C(O)C1C2CCC(O2)C1C(=O)Nc1ccc(Br)cc1F (centres undefined)	?	-12%	nt	4%	7%
5	COC(=O)c1c(C)n(-c2ccccc2)c2ccc(O)cc12	?	-3%	?	-2%	-6%
6	N#Cc1ccc(Cn2ccnc2C(=O)Nc2ccccc2)cc1	-14%	-21%	-11%	0%	-6%
12	COc1ccc(NC(=S)NCCCN2CCCC2)cc1	-27%	-9%	-8%	-18%	15%

nr	ERG-DNA inh	APE1 inh	Pol beta inh	LDHA block
1	-9%	nt	nt	0
5	2%	16%	0%	9
6	1%	-6%	17%	0
12	-1%	-4%	1%	4

# (list continues)
nr	canonical_smiles	ALOX12 inh	Pol eta inh	Anesthetic bind	RGS4 inhibitor	POLK inh
16	CC1CCN(c2cc3c(cc2F)c(=O)c(S(=O)(=O)c2cccc(Cl)c2)cn3Cc2ccccc2)CC1	-18%	-15%	-2%	-7%	-8%
17	CCOC(=O)c1ccc(NC(=S)Nc2cc(C)cc(C)n2)cc1	-30%	-3%	-1%	-8%	-1%
18	CCN1c2ccccc2-c2nc(SCC(=O)Nc3cc(OC)cc(OC)c3)ncc2S1(=O)=O	-7%	-6%	-6%	22%	29%
19	Cc1cc(C(=O)Nc2ccc(OCc3ccccc3)cc2)c(C)o1	12%	-22%	-16%	-24%	-12%
20	CCc1ccc(NCc2cc3cc(OC)c(OC)cc3n(CC(=O)Nc3cc(C)ccc3C)c2=O)cc1	62%[activator]	-9%	1%	1%	1%
21	CCOC(=O)CN1C(=O)N[C@@H](c2ccccc2)C(C(=O)OC)=C1C	nt	-1%	-9%	20%	-9%
22	C=C(C)c1ccccc1NC(=O)CCN1C(=O)c2ccccc2S1(=O)=O	-3%	-12%	3%	33%	-10%
23	COc1ccc(C)cc1NS(=O)(=O)c1ccc(NC(=O)CN(c2cc([N+](=O)[O-])ccc2C)S(C)(=O)=O)cc1	-4%	-16%	-9%	-22%	-5%
24	CCOC(=O)[C@H]1[C@H]2COc3ccc(Br)cc3[C@@H]2N2C(=O)c3cc(F)c(F)cc3NC(=O)[C@@]12C	-23%	-10%	nt	13%	-2%
25	CCc1c(C)c2c(C)nn(-c3ccccc3)c2[nH]c1=O	-16%	1%	2%	47%	-16%
26	Cn1c(=O)c2sccc2n2c(CCC(=O)Nc3ccc(F)cc3)nnc12	-2%	-7%	-8%	9%	-6%
27	CC(C)(C)OC(=O)N1CCC(c2c(C(=O)N3CCN(C(=O)c4ccco4)CC3)cnn2-c2cccc(F)c2)CC1	-2%	-12%	28%	10%	5%
28	Cc1cc2cc3c(cc2nc1SCC(=O)O)OCCO3	-16%	1%	-6%	26%	4%
29	CC1=C/C(=C\C=C(C#N)C#N)N(C)c2ccccc21	?	?	-13%	-11%	-10%
30	CCOc1ccc(OCC)c(NC(=O)C2CCN(S(=O)(=O)c3c(C)noc3C)CC2)c1	-18%	-9%	4%	-28%	-19%

nr	ERG-DNA inh	APE1 inh	Pol beta inh	LDHA block
16	-1%	nt	0%	-16
17	-2%	-1%	16%	-8
18	7%	nt	26%	-11
19	-15%	-1%	11%	-2
20	-3%	nt	6%	1
21	-4%	3%&1%	-1%	-5
22	2%	66%[activator]	10%	-8
23	21%	7%	3%	-2
24	-6%	-5%	nt	-8
25	0%	9%	0%	-6
26	15%	nt	35%	-12
27	3%	nt	-16%	4
28	0%	-11%	24%	-1
29	4%	0%	?	-2
30	-3%	17%	-2%	-4

# Next part:
nr	canonical_smiles	ALOX12 inh	Pol eta inh	Anesthetic bind	RGS4 inhibitor	POLK inh
31	CC(=O)Nc1c(C)ccc(CNC(=O)COc2cc(C)ccc2C)c1C	-6%	-10%	-5%	4%	-13%
32	O=C(Nc1nc2c(F)cc(F)cc2s1)c1ccc(S(=O)(=O)N2CCc3ccccc32)cc1	-26%	-11%	46%[activator]	-37%	-11%[60.1 µM]
33	Cc1ccc2onc(CC(=O)N3CCN(c4cccc(Cl)c4)CC3)c2c1	-1%	-23%	47%[activator]	12%	-17%
34	COc1ccc(C)cc1NC(C)C(=O)NC(=O)NC1CCCCC1 (centres undefined)	?	-10%	nt	-30%	-11%
35	Cc1[nH]c2ccccc2c1C(=O)CN1C(=O)NC(C)(c2ccc(Cl)cc2Cl)C1=O (centres undefined)	?	-19%	-8%	-19%	-8%
36	COc1ccc(C2CC(=O)c3c([nH]c(C(=O)OCc4ccccc4)c3C)C2)cc1OC (centres undefined)	-51%	-12%	-5%	5%	-1%
37	COCCN(C(=O)COC(=O)/C=C/c1ccc2c(c1)OCO2)c1c(N)n(Cc2ccccc2)c(=O)[nH]c1=O	-13%	-6%	nt	4%	-9%
38	Cc1[nH]n(C(C)(C)C)c(=O)c1Sc1ccc(Cl)cc1	?	-10%	-7%	-5%	8%
39	CS(=O)(=O)c1ccc(NCCc2ccccn2)c([N+](=O)[O-])c1	-3%	-18%	5%	-15%	0%
40	CCCn1nc(NC(=O)c2ccncc2)c2cc3ccccc3nc21	0%	-16%	-4%	-29%	-3%
41	Cc1cc(C)c(NC(=O)CCn2nnc3ccccc32)c(C)c1	0%	-18%	-7%	17%	-1%
42	O=C(O)/C(=C\c1ccc(Cl)c([N+](=O)[O-])c1)c1ccc(S(=O)(=O)N2CCCCC2)s1	?	79µM*	-16%	-14%	-32%
43	CCOc1ncccc1C(=O)OCC(=O)Nc1nnc(-c2ccccc2)o1	-1%	-17%	nt	-36%	-7%
44	Cc1cccc(OCC(=O)Nc2ccccc2C(=O)OCc2cc(=O)n3nc(C)sc3n2)c1	-23%	-9%	-9%	8%	-13%[60.1 µM]

nr	ERG-DNA inh	APE1 inh	Pol beta inh	LDHA block
31	-1%	0%	18%	-5
32	-3%	nt	32µM*	-5
33	-11%	nt	-1%	-5
34	-7%	15%	nt	8
35	9%	9%	-21%	2
36	-1%	nt	2%	-2
37	1%	5%	nt	-7
38	0%	-3%	37%	2
39	5%	32%	43%	-9
40	8%	0%	0%	-6
41	8%	5%	17%	-13
42	-11%	-8%	?	5
43	21%	10%	nt	4
44	-1%	nt	3%	-11
